CBFb-RUNX1 inh – CBF-beta/RUNX1 interaction disruption. AID 1477. 230,000 tested, under 10 active. AlphaScreen CBFb-His/RUNX1-biotin binding, biochemical. Potency, µM (top dose mostly 59.8 µM), without a hit: top-dose activity, negative = inhibition, most hits filed as inhibitors. Q01196+Q13951; note: % of control where 0% means no effect
Target sequence (Q01196 whole entry, looked up): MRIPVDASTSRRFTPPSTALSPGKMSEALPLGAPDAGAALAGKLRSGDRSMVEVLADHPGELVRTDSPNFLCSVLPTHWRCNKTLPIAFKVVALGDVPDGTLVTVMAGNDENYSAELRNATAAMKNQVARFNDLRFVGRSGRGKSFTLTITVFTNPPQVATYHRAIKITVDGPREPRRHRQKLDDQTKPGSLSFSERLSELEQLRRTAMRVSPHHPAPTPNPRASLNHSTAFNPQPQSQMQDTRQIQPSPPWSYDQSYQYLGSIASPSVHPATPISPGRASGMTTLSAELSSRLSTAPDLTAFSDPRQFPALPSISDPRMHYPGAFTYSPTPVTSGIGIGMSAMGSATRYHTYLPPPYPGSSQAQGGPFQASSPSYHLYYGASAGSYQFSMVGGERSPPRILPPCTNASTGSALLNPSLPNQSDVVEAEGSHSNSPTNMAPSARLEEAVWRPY
Target sequence (Q13951 whole entry, looked up): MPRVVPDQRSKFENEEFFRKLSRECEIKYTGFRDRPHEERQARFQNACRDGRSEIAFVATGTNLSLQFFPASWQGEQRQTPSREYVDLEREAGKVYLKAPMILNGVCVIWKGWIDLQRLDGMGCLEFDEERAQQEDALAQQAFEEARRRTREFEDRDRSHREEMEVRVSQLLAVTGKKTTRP
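AlphaScreen proximity signal reports loss of binding between His-tagged CBF-beta and biotin-labelled RUNX1, each at 30 nM. Proteins are pre-associated for 20 minutes, compounds added for 15 minutes, then beads for 90 minutes, all at ambient temperature.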
HttQ103 aggreg – mutant huntingtin aggregation inhibition | PC12 HttQ103-GFP aggregates, Acumen cytometry, 40 h | Potency, µM (series often up to 46.1 µM), inactives show at the top dose activity change, negative = inhibition, hits mostly inhibitors | hit rate 1.1% among 220,000; note: potency is the fitted concentration of half-maximal effect; % is set by controls: 0 for no effect and ±100 for the full control effect; nearly all actives have a fitted effect of over 60% in size
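Using laser scanning cytometry, GFP-positive aggregates were counted after lysis of PC12 cells induced with 100 nM tebufenozide to express HTT exon 1 Q103–GFP. Compounds were tested in titration.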
Lamin A splicing – modulators of lamin A splicing. hit rate 0.01% among 200,000. AID 1487. Potency, µM (series often up to 46.1 µM), for inactives: at the top dose ratio change, negative = inhibition, actives largely listed as inhibitors. HeLa LMNA splicing GFP/RFP minigene ratio, 48 h; active = well fitted inhibition curve with a large enough effect in the signal ratio, with a control signal flat, not every such curve was filed as active; inconclusive = small, poorly fitted or top-dose-only effect, or effect the other way, or a change in a side signal; the % refers to the signal ratio; note: potency is the fitted concentration of half-maximal effect; % is set by controls: 0 for no effect and ±100 for the full control effect
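S3 HeLa cells stably expressing lamin A-EGFP splicing minigene plus DsRed2, 600 cells/well, 48 h compound exposure at 37C. Laser-scanning cytometry; analysed as GFP (500-530 nm)/RFP (575-640 nm) total intensity ratio; 0.5% DMSO vehicle.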
aGlu spleen mod – lysosomal alpha-glucosidase (human) modulation; hit rate 0.006% among 240,000; human spleen homogenate, 4-MU-alpha-glucoside fluorescence; P10253; Potency, µM (top dose mostly 79.9 µM), without a hit: at the highest dose activity change, negative = inhibition, hits mostly inhibitors;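 note: potency is the fitted concentration of half-maximal effect; 0% = enzyme with vehicle and -100% = no enzyme basal signal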
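Human spleen homogenate (1 ug) incubated with compounds and 1 mM 4-methylumbelliferyl-alpha-D-glucopyranoside in pH 5.0 citrate/phosphate buffer, 37 C, 40 min. Stopped at pH 10; 4-MU fluorescence (Ex 365/Em 440 nm); AC50 by Hill fit.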
HTT ATP protect – cytoprotection in Huntington HTT-Q103 PC12 cell model | PC12 HTT-Q103 induced, cytoprotection, ATP luminescence, 40 h | AID 1471 | Potency, µM (doses to about 56.4 µM), inactives show cytoprotection (ATP increase), usual class: activators | hit rate 0.14% among 230,000;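 note: potency is the fitted concentration of half-maximal effect; % of control where 0% means no effect; nearly all actives have a fitted effect of over 45% in size; toxic huntingtin expression switched on by the ecdysone agonist tebufenozide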
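Huntington model: PC12 line, ecdysone-inducible HTTQ103 exon1–GFP, tebufenozide 100 nM. Test articles in a dose series. Endpoint luminescence from cellular ATP.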
GAA glycogen – inhibitors or activators of human alpha-glucosidase glycogen cleavage; P10253; recombinant GAA, glycogen substrate, Amplex Red glucose oxidase fluorescence; Potency, µM (titrated, usually from 76.4 µM), inactives show top-dose activity change, negative = inhibition, hits mostly inhibitors; hit rate 0.38% among 300,000; AID 2100;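 note: potency is the fitted concentration of half-maximal effect; 0% = full enzyme reaction and -100% = no-enzyme basal signal; the screen sought inhibitors and activators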
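Recombinant human alpha-glucosidase (4 nM final) hydrolysed bovine liver glycogen (30 ug) for 40 min at 37 C in pH 5.0 citrate/phosphate with 0.01% Tween-20. Released glucose detected by glucose oxidase/Amplex Red, Ex 573/Em 610 nm. Compounds up to 77 uM; AC50 from Hill fits.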
GAA inh – inhibitors of human lysosomal alpha-glucosidase | purified human GAA, 4-MU-alpha-glucoside fluorescence | Potency, µM (doses to about 76.9 µM), for the others: at the highest dose activity change, negative = inhibition, actives largely listed as inhibitors | hit rate 0.005% among 200,000;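 note: potency is the fitted concentration of half-maximal effect; plate controls were uninhibited enzyme wells for no effect and no-enzyme background for full effect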
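Fluorescence at Ex 365/Em 440 nm from 4-methylumbelliferone reported enzyme activity after 20 min at room temperature. Reactions used 4 nM enzyme and 400 uM substrate at pH 5.0; curves fitted with the Hill equation.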
Numbers without * were called inactive; ? = inconclusive; nt = not tested or not shown; & = joins results of further samples; [ ] = dose if it differs, or a comment. Unless noted, calls come from the whole dose curve; as a rule, active = well fitted curve in the direction sought with a large enough effect; inconclusive = small, poorly fitted or top-dose-only effect, or another doubt; inactive = no such curve, though single readings can be large; an effect the other way counts as inactive or inconclusive.

#	smiles	CBFb-RUNX1 inh	HttQ103 aggreg	Lamin A splicing	aGlu spleen mod	HTT ATP protect	GAA glycogen	GAA inh
1	CCc1cc(-c2n[nH]c(C)c2Oc2ccc(C(C)C)cc2)c(O)cc1O	3%	-17%	-8%	-1%	-26%	?	-14%
2	Cc1c(O)c2cccnc2[nH]c1=O	-11%	-16%	0%	1%	39%[10 µM]	7%	-1%
3	CCCCNC(=O)C1CC(=O)N(CCc2ccccc2)C1 (stereo not drawn)	0%	23%	5%[9.22 µM]	3%	-7%	6%	-1%
4	NNC(=O)c1nn(-c2ccc(Cl)cc2)cc1O	-17%	-6%[9.22 µM]	-20%[46 µM]	-6%	5%[10 µM]	28µM*	9%
5	O=C(CN1CCN(Cc2ccc(Cl)cc2)CC1)N/N=C/c1cccc(F)c1	-4%	19%[9.22 µM]	nt	-7%	28%[10 µM]	6%	nt
6	O=C(Nc1cnn(C23CC4CC(CC(C4)C2)C3)c1)c1cnn2cccnc12	2%	-2%	16%	-12%	-38%[inhibitor]	-6%	?
7	COC(=O)c1cc(C(=O)OC)n(Cc2ccc(F)cc2)c1C	-1%	14%	nt	7%	36%	-5%	-2%
8	COc1ccc(C(=O)/C=C2/Sc3cc4c(cc3N2C)OCO4)cc1	7%	-8%	-7%	-7%	-7%[10 µM]	18%	1%
9	O=C(COC(=O)C1=COCCO1)Nc1ccccc1OC(F)F	-6%	-9%	nt	3%	-20%	6%	-7%
10	COc1ccccc1C(=O)N1CCCC1(C#N)c1ccccc1 (stereo not drawn)	8%	12%	2%	-6%	7%	3%	-3%
11	CC(=O)CSc1nc(C(F)(F)F)cc(=O)n1-c1ccccc1	9%	-1%	-15%	-3%	1%[10 µM]	-1%	-11%
12	CCOC(=O)C1CCN(Cc2ccc(O)c3ncccc23)CC1	-19%	-8%	-10%	4%	-35%	5%	-5%
13	COc1ccc(C2/C=C\CN(S(=O)(=O)c3ccc4ccccc4c3)CC(=O)N2Cc2ccc(F)cc2)cc1 (stereo not drawn)	-21%&-7%	-42%[9.22 µM]	nt	1%&8%	1%[10 µM]	-3%	nt
14	CN(CC(=O)Nn1cnnc1)S(=O)(=O)c1ccccc1	2%	-3%	-2%	-5%	31%	0%	-1%
15	Cc1cc(NC(=O)CN2C(=O)[C@@H]3[C@H](C2=O)[C@@H]2C[C@H]3C(Br)C2Br)no1 (stereo partly drawn)	1%	2%[9.22 µM]	nt	-1%	8%[10 µM]	-4%	-1%[15.4 µM]
16	Cc1cccc(C(=O)Oc2ccc(/C=N/NC(=O)c3ccncc3)cc2)c1	-1%	5%	nt	-4%	-20%	6%	-5%
17	COCC(=O)Nc1sc2c(c1C(=O)OC)CCC(C)C2 (stereo not drawn)	13%	-12%	-2%	0%	9%	-2%	-5%
18	O=C1C2C3C=CC(C3)C2C(=O)N1c1cccc(N2C(=O)C3C4C=CC(C4)C3C2=O)n1 (stereo not drawn)	4%	5%	-4%	1%	3%	0%	-8%
19	COc1ccc2cc(-c3[nH]ncc3CN3C[C@@H]4CCC[C@H]3C4)ccc2c1	3%	-3%[9.22 µM]	8%[46 µM]	5%	-8%[10 µM]	-8%	?
20	CCOC(=O)c1c(C)c(C(=O)NCCN2CCOCC2)c(C)n1C	2%	23%	-7%	-6%	-9%[10 µM]	-2%	6%
21	Cc1cc(NS(=O)(=O)c2ccc(NC(=S)NC(=O)c3ccccc3)cc2)no1	-1%	17%	9%	1%	18%[10 µM]	-5%	-6%
22	CCC(=O)Nc1nc2ccccc2n1CCN1CCOCC1	6%	4%	9%	1%	-12%	4%	-6%
23	O=C(CCS(=O)(=O)c1cccc2nonc12)Nc1cccc2c1CCCC2	-2%	11%	0%	-1%	-13%	-1%	-4%
24	Cc1nn(Cc2ccc(Cl)cc2Cl)c(C)c1NC(=O)c1ccc(COc2cc(Cl)ccc2Cl)o1	-1%	?	4%	-9%	-82%[inhibitor]	-8%	4%
25	COCCCNC(=O)Cn1c(=O)n(Cc2ccc(C(=O)NCCc3ccc(OC)c(OC)c3)cc2)c(=O)c2ccccc21	6%	-6%	35%[46 µM]	2%	-1%	-17%	-2%
26	CCN1C=CC2=C(C#N)C(N)C(C#N)(C#N)C(c3ccccc3C(F)(F)F)C2C1 (stereo not drawn)	-1%	11%	-9%	-3%	30%[10 µM]	-12%	9%
27	Cc1cc(=O)n2c(sc3ccccc32)c1C#N	1%	12%	nt	4%	-5%[10 µM]	30%	-3%
28	CCOC(=O)Cn1nc2sc3ccccc3n2c(=O)c1=O	-2%	-6%[9.22 µM]	nt	6%	5%[10 µM]	-7%	nt
29	CC(NC(=O)CSc1nc2ccccc2n1CCC#N)c1ccc(F)cc1 (stereo not drawn)	-1%	13%	10%	0%	19%[10 µM]	0%	1%
30	Cn1ccnc1SCC(=O)Nc1cccc(C(F)(F)F)c1	-2%	-8%	-9%	-6%	0%	-1%	-4%
31	COC(=O)c1cc(-c2ccc(Cl)cc2)n[nH]1	2%	-5%[9.22 µM]	8%[46 µM]	-3%	25%[10 µM]	-8%	4%
32	O=c1cc(CN2CCCCC2)nc(C2CC2)[nH]1	4%	0%	9%[46 µM]	-13%	8%[10 µM]	18%	14%
33	COc1ccc(CCNC(=S)N(C)C)cc1OC	8%	4%[9.22 µM]	nt	3%	15%[10 µM]	-1%	nt
34	CCOc1cc(/C=N/Nc2nc(-c3cccc(S(=O)(=O)N4CCCC4)c3)cs2)ccc1O	6%	?	?	1%	4%[10 µM]	?	?
35	COc1ccc(NC(=O)CNc2ccc(C#N)cc2)cc1	-7%	21%	nt	5%	-42%[inhibitor]	-1%	-8%
36	CCOC(=O)C1=C(C)NC2=C(C(=O)C(C(=O)OCC)C(c3ccccc3OC)C2)C1c1ccccn1 (stereo not drawn)	9%	23%	4%	2%	-35%	2%	-10%
37	CCOC(=O)c1ccc(NC(=O)CCOc2ccccc2)cc1	3%	-8%	8%	5%	5%	7%	2%
38	O=C(CC(c1ccccc1)c1cc(Cl)ccc1O)NCCN1CCOCC1 (stereo not drawn)	19%	-16%[9.22 µM]	nt	0%	13%[10 µM]	7%	nt
39	Cc1ccc2nc3c(cc(C(=O)NCC4CCCO4)c(=N)n3CCCOC(C)C)c(=O)n2c1 (stereo not drawn)	-2%	8%	16%	17%	-22%[0.074 µM]	-2%	?
40	O=C(Cc1ccc([N+](=O)[O-])cc1)N1CCCCCC1	5%	-11%	23%[9.22 µM]	-2%	?	5%	-2%
41	COc1ccc2c(-c3ccccc3)cc3nnnn3c2c1	5%	5%	15%	9%	-29%	2%	0%
42	CCc1nc(N2CCC3(CC2)OCCO3)c2nnn(Cc3ccccc3)c2n1	10%	-24%	2%[9.22 µM]	5%	-4%	-5%	2%
43	CC(=O)Nc1c(O)[nH]c2ccccc12	9%	9%	-5%	3%	-15%[10 µM]	-6%	5%
44	CC(=C/c1ccccc1)/C=N/n1c(-c2ccco2)n[nH]c1=S	-24%	-17%	?	-1%	-19%	25µM*	-15%
45	COc1cc(S(=O)(=O)Nc2ccc(C)cc2)ccc1NC(=O)c1ccncc1	2%	11%	-18%	-5%	-1%[1.9 µM]	2%	-4%
46	c1ccc(-c2ccc(C3=Nn4c(nnc4-c4cccs4)SC3)cc2)cc1	-21%	-8%[9.22 µM]	nt	-3%	17%[10 µM]	0%	nt
47	COc1ccccc1NS(=O)(=O)c1cccc(C(=O)N/N=C(\C)c2ccc3c(c2)OCCO3)c1	-2%	-13%	6%	-2%	20%[0.074 µM]	2%	-7%
48	COc1ccc(C(=O)NCC(=O)OCC(=O)c2cc(OC)c(OC)c(OC)c2)cc1OC	0%	3%	-10%	-4%	4%[10 µM]	11%	4%
49	O=C(O)C1CCCCC1C(=O)Nc1ccc(F)c(F)c1 (stereo not drawn)	1%	18%	2%	1%	nt	1%	-1%
50	CCN(CCCCCN(C)C)Cc1cc2ccccc2o1	-7%	5%	-16%	-6%	19%[10 µM]	5%	1%
51	C/C(=N\NC(=O)c1ccc(CSc2nncn2C)cc1)c1ccc(C#N)cc1	-1%	-11%	14%	8%	5%[1.9 µM]	-2%	-3%
52	O=S(=O)(c1ccc(N2CCCC2)nc1)N1CCOCC1	1%	-4%	9%	0%	-1%	-9%	?
53	CCCCOCCCNC(=O)c1cccc(OC)c1	10%	-26%	15%	-4%	6%[0.074 µM]	-4%	?
54	O=C(COC(=O)C12CC3CC(CC(C3)C1)C2)Nc1ccc([N+](=O)[O-])cc1Br	2%	-9%	1%	1%	3%[10 µM]	-2%	-9%
55	Cc1cc(NC(=O)CN2CCN(c3ccccc3O)CC2)no1	7%	5%	-8%	-3%	-10%[10 µM]	13µM*	-2%
56	N[C@@H](C(=O)O)c1cc(O)ccc1Cl	16%[21.7 µM]	nt	nt	3%	-41%[inhibitor][1.9 µM]	nt	nt
57	CCSC1=NCCN1C(=O)Cc1ccc(-c2ccccc2)cc1	-1%	1%	nt	5%	-20%[10 µM]	-16%	3%
58	CC1OC(OCC2OC(Oc3c(-c4ccc(OCCO)c(OCCO)c4)oc4cc(OCCO)cc(O)c4c3=O)C(O)C(O)C2O)[C@@H](O)C(O)C1O (stereo partly drawn)	5%	-10%	nt	4%	?	nt	nt
59	CN1CCc2cc(Cl)c(O)cc2C(c2ccccc2)C1 (stereo not drawn)	1%	nt	?	-8%	nt	nt	nt
60	CC1=C(C#N)C(=O)OC(C)(C)C1	6%	-13%	5%	-2%	-4%[1.9 µM]	?	-2%
61	Cc1nc2c(-c3ccccc3)c(C)[nH]n2c(=O)c1Cc1ccccc1	-6%	?	?	10%	-124%[inhibitor]	-6%	10%
62	Cc1ccc(N(C(=O)C(F)(F)F)C(C(=O)NC2CCCCC2)c2cccs2)cc1C (stereo not drawn)	2%	-13%	-6%	-4%	-3%	-5%	1%
63	O=C(O/N=C1\CCCc2ccccc21)C1CC1	-13%	5%	?	-1%	20%[10 µM]	6%	-5%

Screens (PubChem BioAssay)
